Source: PubChem BioAssay (Sanford-Burnham Center for Chemical Genomics)
SENP8 block-1 – human SENP8 protease inhibitors, primary screen, biochemical, fluorescence, Nedd8 protein substrate, uHTS | hit rate 0.64% among 360,000 | Sentrin-specific protease 8 (Homo sapiens), Q96LD8 | inhibition, % at 20 µM | recombinant SENP8 | AID 602440, 2012; in the data active means inhibition mostly above about 40%, no sharp cut-off; inactive means mostly below about 27%
Target sequence (Q96LD8 whole entry, looked up): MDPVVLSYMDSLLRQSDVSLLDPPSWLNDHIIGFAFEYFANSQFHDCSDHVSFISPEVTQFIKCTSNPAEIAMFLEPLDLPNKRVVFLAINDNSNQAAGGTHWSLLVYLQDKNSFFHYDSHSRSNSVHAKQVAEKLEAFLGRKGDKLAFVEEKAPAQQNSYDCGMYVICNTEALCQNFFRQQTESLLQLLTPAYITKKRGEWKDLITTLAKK
HKDC1 inh – HKDC1 hexokinase inhibitors, primary screen, biochemical, fluorescence, uHTS; Q2TB90; recombinant HKDC1, G6PDH/diaphorase resazurin coupled fluorescence; inhibition, % at 20 µM; hit rate 0.16% among 340,000;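 active means inhibition above about 35% when tested at 20 µM, limit read from the data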;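 further: plate controls were DMSO wells with enzyme for no effect and DMSO wells lacking enzyme for full effect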
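Test system: recombinant HKDC1 (HK5) hexokinase enzyme, produced in-house / Doses: 20 µM test compound, 1% DMSO / Timing: 90 min, room temperature / Detection: G6PDH/diaphorase-coupled fluorescence, 1 mM NADP, 100 µM resazurin, 525/613 nm / Control set: DMSO wells with and without enzyme mix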
SENP8 block-2 – SENP8 protease inhibitors, primary screen, biochemical, luminescence; Sentrin-specific protease 8 (Homo sapiens), Q96LD8; purified SENP8, Z-RLRGG-aminoluciferin cleavage; inhibition, % at 10 µM; hit rate 1.2% among 330,000; AID 2540, 2010; in the data active means inhibition above about 50%
SENP6 block – SENP6 protease inhibitors, primary screen, biochemical, luminescence, uHTS | Sentrin-specific protease 6 (Homo sapiens), Q9GZR1 | Recombinant SENP6 catalytic domain, aminoluciferin luminescence | hit rate 1.8% among 330,000 | inhibition, % at 10 µM | AID 2599, 2010;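 active means inhibition above about 50% at the single tested dose, limit read from the data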;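 further: plate controls were DMSO wells with enzyme for no effect and DMSO wells lacking enzyme for full effect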
Apaf1 inhib – inhibitors of human Apaf-1 apoptosome, primary screen, biochemical, DEVD-Rh110 fluorescence, uHTS | Apoptotic protease-activating factor 1 (Homo sapiens), O14727 | reconstituted apoptosome caspase-3 activity | inhibition, % at 20 µM | hit rate 0.71% among 330,000 | AID 489030, 2010; active means inhibition of at least 40% at 20 µM;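 further: plate controls were DMSO wells for no effect and DEVD-CHO caspase inhibitor wells for full effect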
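Material: cell-free apoptosome with Apaf-1, procaspase-3 and caspase-9; Buffer or medium: Hepes pH 7.5 with detergent and BSA; Reagent: cytochrome c trigger plus (Z-DEVD)2-Rh110 caspase-3 substrate; Times: compound with Apaf-1, dATP, procaspase-3 30 min, then 50 min reaction, room temperature; Technique: Rh110 fluorescence intensity.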
SENP1 inh – human SENP1 catalytic domain inhibitors, primary screen, biochemical, FRET, uHTS | Sentrin-specific protease 1 (Homo sapiens), Q9P0U3 | recombinant SENP1 catalytic domain, CyPet-SUMO1-YPet FRET cleavage | inhibition, % at 10 µM | hit rate 0.21% among 360,000;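 active means inhibition at least 30% at 10 µM, raw YFP signal under a set limit, fluorescence ratio 0.5 to 1.5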;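 further: 0% = enzyme with DMSO and 100% = no enzyme wells; some results filed as inactive read as strong as hits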
Target sequence (Q9P0U3 419-644 limits assumed): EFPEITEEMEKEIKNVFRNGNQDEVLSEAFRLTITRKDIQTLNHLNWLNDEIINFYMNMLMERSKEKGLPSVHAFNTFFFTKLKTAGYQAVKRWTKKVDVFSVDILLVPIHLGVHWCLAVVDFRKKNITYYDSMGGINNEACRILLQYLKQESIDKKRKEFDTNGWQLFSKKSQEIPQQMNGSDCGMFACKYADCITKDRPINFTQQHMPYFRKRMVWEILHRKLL
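System: Recombinant human SENP1 catalytic domain, His6-tagged | Incubation: Enzyme reaction for 50 min at room temperature, dark | Medium: Tris pH 8 with BME, BSA, NP40 and catalase | Also added: 25 nM SUMO1 FRET substrate | Compound: 10 µM single point, 0.5% DMSO | Measured by: FRET fluorescence in CFP and YFP emission channels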
PfG6PD inh – PfG6PD enzyme inhibitors, primary screen, biochemical, fluorescence intensity, uHTS; inhibition, % at 20 µM; glucose-6-phosphate dehydrogenase-6-phosphogluconolactonase (Plasmodium falciparum 3D7); hit rate 0.78% among 350,000; PfGluPho enzyme, NADPH resazurin-diaphorase fluorescence;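 active means inhibition reaching at least a set limit at 20 µM in the primary screen, cut at about 59% in these data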;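 further: 0% = DMSO wells with substrate and 100% = DMSO wells lacking glucose-6-phosphate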
SENP7 inh – SENP7 protease inhibitors, primary screen, biochemical, luminescence, uHTS; recombinant SENP7, Z-RLRGG-aminoluciferin luminescence, 40 min; inhibition, % at 5 µM; hit rate 1.5% among 330,000; AID 434973, 2010;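 active means inhibition above about 50% at the single test dose, limit read from the data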;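 further: plate controls were DMSO with enzyme for no effect and no enzyme buffer wells for full effect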
Target sequence (Q9BQF6 706-1050 limits assumed): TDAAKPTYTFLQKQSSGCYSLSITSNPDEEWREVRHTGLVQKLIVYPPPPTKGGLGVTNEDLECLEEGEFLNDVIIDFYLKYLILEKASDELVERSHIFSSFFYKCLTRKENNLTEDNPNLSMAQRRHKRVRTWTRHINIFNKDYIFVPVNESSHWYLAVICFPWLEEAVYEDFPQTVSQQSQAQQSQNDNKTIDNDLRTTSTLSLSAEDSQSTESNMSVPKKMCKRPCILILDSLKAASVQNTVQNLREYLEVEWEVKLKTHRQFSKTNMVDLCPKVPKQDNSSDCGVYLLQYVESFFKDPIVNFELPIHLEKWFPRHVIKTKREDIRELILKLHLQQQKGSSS
* hit, by the source's call; i = inactive; nt = no result given; & = joins results of further samples.

SMILES	SENP8 block-1	HKDC1 inh	SENP8 block-2	SENP6 block	Apaf1 inhib	SENP1 inh	PfG6PD inh	SENP7 inh
O=C(NN1C(=O)c2ccccc2NC1c1ccc([N+](=O)[O-])o1)c1ccc([N+](=O)[O-])cc1 (configuration not stated)	28	-3	-4	11	5	-2	46	2
Cc1cc(/C=C\c2nc(O)c([N+](=O)[O-])c(=O)[nH]2)c(C)n1-c1ccccc1	24	8	7	17	2	-6	9	6
CCN1C(=O)/C(=C/N(C)c2ccccc2)OC1=S	3	-3	14	36	20	-5	8	4
O=C(OCc1cc(Cl)ccc1OC(F)F)c1ccc([N+](=O)[O-])o1	nt	nt	14	17	66*	nt	nt	4
COc1cc(S(=O)(=O)Nc2ccccc2C)ccc1Cl	24	6	9	7	11	1	-11	3
O=C(NCc1ccc(Cl)cc1)c1noc2c1CCCC2	12	2	-7	2	-5	4	-9	1
Cc1noc(NS(=O)(=O)c2ccc(NC(=O)CCC3CCCCC3)cc2)c1C	12	-2	-8	-10	14	1	-30	0
Cc1ccc(S(=O)(=O)c2cc(OC(=O)c3ccco3)ccc2OC(=O)c2ccco2)cc1	8	9	-5	-2	9	5	-32	-3
C=CC12C=CC=CN1C(C(=O)OC)=C(C(=O)OC)C(C(=O)OC)=C2C(=O)OC (configuration not stated)	13	7	-4	-8	1	-3	4	0
Cc1cccc2nc(-c3ccccc3)nc(N[C@@H](CO)c3ccccc3)c12	-8	-12	-4	8	10	2	3	-5
COc1ccc(/C=C/C(=O)OCC(=O)N(C)CC(=O)Nc2ccc(C)cc2)c(OC)c1	-44	-2	-3	-19	4	1	-3	1
CCOC(=O)c1cn(-c2ccc([N+](=O)[O-])cc2)c2cc(Cl)c([N+](=O)[O-])cc2c1=O	14	-8	-6	-11	3	1	-10	-7
CCOc1cc(C(=S)N2CCCCC2)ccc1OS(=O)(=O)c1ccc(Br)cc1	28	-2	-5	-9	17	2	16	-10
CC(C)NC(=O)c1ccccc1NC(=O)Cc1ccc(Br)cc1	-27	-2	-8	-3	-5	2	1	15
Cc1ccc(NC(=O)CCC(=O)N/N=C/c2ccco2)c(C)c1	20	12	0	-14	-7	-2	-4	-4
CCOC(=O)N1CCN(CCC(=O)Nc2cccc(Br)c2)CC1	4&15	-4&7	-11&-5	4&-9	2&-5	2&-4	-7&10	-3&11
COc1ccc(OC)c(S(=O)(=O)N2CCC(C(=O)NCCc3ccccc3)CC2)c1	23	-7	10	-21	-4	1	-6	-3
O=C(CCl)N(Cc1ccccc1)c1ccccc1	21	2	1	2	-3	3	2	-1
Cn1c(SCC(=O)Nc2ccc(F)cc2)nc2c(c1=O)SCC2	5	-7	5	-13	1	2	10	7
Cc1cccn2c(N)c(-c3ccccc3)nc12	i	0	-5	-1	1	-22	12	0
COc1ccc(CNC(=O)C23CC4CC(CC(Br)(C4)C2)C3)cc1	14	3	-3	-8	14	0	0	-4
CSc1nsc(SCCN2C(=O)c3ccccc3C2=O)n1	24	1	-14	-15	4	3	6	-12
O=C1C=C(c2ccnc3cc(Cl)ccc23)C[C@@H](c2ccc3c(c2)OCO3)C1	10	1	-3	-8	23	3	6	2
COCCNCc1ccc(Cl)cc1Cl	16	0	-3	11	-1	2	-3	3
CC1(C)Cc2c(c(-c3ccco3)[nH]c(=O)c2C#N)CO1	-496	1	-4	0	3	-63	-17	1
CN1Cc2sc(NC(=S)NC(=O)c3ccccc3)c(C#N)c2CC1(C)C	nt	3	16	4	19	nt	31	-9
COc1cc2c(CCNC(C)=O)c[nH]c2cc1O	-116	4	-1	-10	-7	7	43	-10
Cc1ccccc1NP(=O)(c1ccccc1)c1nc2ccccc2s1 (configuration not stated)	-2	-8	3	-17	-1	1	27	1
CCN(CC)S(=O)(=O)c1ccc(NC(=O)CCN2C(=O)C3CC=CCC3C2=O)cc1 (configuration not stated)	9	1	-1	16	0	0	-5	1
Cc1cc(Br)c(Cl)cc1NC(=O)CN1C(=O)C2C3CC(c4ccccc4)C(C3)C2C1=O (configuration not stated)	3	-1	-1	-10	-2	1	5	0
O=C(NOCc1ccccc1)c1cccc([N+](=O)[O-])c1	5	-8	nt	nt	7	-1	17	-3
Fc1cccc(-c2n[nH]c(=S)n2-c2ccccc2)c1	-101	-8	2	5	-8	4	11	1
COc1cc(C2CC(c3ccccc3)=NN2c2ccccc2)ccc1OCC(=O)O (configuration not stated)	-302	1	-11	7	19	-77	-16	-7
COc1cccc(C(=O)n2c(SC)nc3cc4c(cc32)OCCO4)c1	14	3	-6	1	-6	4	9	7
CC(=O)NC(NC(=S)N1CCCCCC1)C(Cl)(Cl)Cl (configuration not stated)	21	7	-1	8	-2	2	-7	7
COc1cc(NC(=O)Cn2ccsc2=N)cc(OC)c1	28	-10	-1	-13	-8	2	6	-8

Part of the list above, comma-delimited:
structure,SENP8 block-1,HKDC1 inh,SENP8 block-2,SENP6 block,Apaf1 inhib,SENP1 inh,PfG6PD inh,SENP7 inh
COc1cc2c(CCNC(C)=O)c[nH]c2cc1O,-116,4,-1,-10,-7,7,43,-10
Cc1ccccc1NP(=O)(c1ccccc1)c1nc2ccccc2s1 (configuration not stated),-2,-8,3,-17,-1,1,27,1
CCN(CC)S(=O)(=O)c1ccc(NC(=O)CCN2C(=O)C3CC=CCC3C2=O)cc1 (configuration not stated),9,1,-1,16,0,0,-5,1
Cc1cc(Br)c(Cl)cc1NC(=O)CN1C(=O)C2C3CC(c4ccccc4)C(C3)C2C1=O (configuration not stated),3,-1,-1,-10,-2,1,5,0
O=C(NOCc1ccccc1)c1cccc([N+](=O)[O-])c1,5,-8,nt,nt,7,-1,17,-3
Fc1cccc(-c2n[nH]c(=S)n2-c2ccccc2)c1,-101,-8,2,5,-8,4,11,1

Other compounds
SMILES	SENP8 block-1	HKDC1 inh	SENP8 block-2	SENP6 block	Apaf1 inhib	SENP1 inh	PfG6PD inh	SENP7 inh
N/C(=N\S(=O)(=O)c1cccs1)c1ccccc1	10	-6	-5	-4	4	1	9	-2
CCN(CC)S(=O)(=O)c1ccc(Cl)c(NC(=O)c2ccncc2)c1	6	-5	-1	14	-4	1	6	-7
COc1cc(C(C(=O)NC2CCCCC2)N(Cc2cccs2)C(=O)Cc2c[nH]c3ccccc23)cc(OC)c1OC (configuration not stated)	8	-4	-7	-14	12	-2	13	-6
CNC(=S)SCCOc1ccc(C)cc1	5	4	-1	20	-12	0	-9	-1
CC1CSc2n(-c3cccc(C(F)(F)F)c3)cc(-c3ccccc3)[n+]21 (configuration not stated)	13	-7	3	-14	-4	2	-4	2
CC(=O)N1CCN(CC(=O)Nc2ccc(Cl)c(S(=O)(=O)N(C)C)c2)CC1	2	-9	0	-6	-1	2	-20	1
Cc1cc(C)c2oc(C(=O)N(Cc3ccc(F)cc3)C3CCS(=O)(=O)C3)cc(=O)c2c1 (configuration not stated)	1	6	-5	-28	3	2	6	-9
CC(=O)Nc1ccc(NC(=O)Cn2nc([N+](=O)[O-])c(Br)c2C)cc1	13	1	6	0	-15	5	-12	6
Cn1nc(C(=O)Nc2cccc(S(=O)(=O)N3CCCCC3)c2)c2ccccc2c1=O	7	1	12	-6	23	2	0	8
N#CC1=C(N)SC(N)=C(C#N)C1Cc1ccccc1	-247	5	-7	-5	-12	-25	27	-12
Cc1c(C(=O)c2ccc(Cl)c([N+](=O)[O-])c2)c2ccccn2c1CCC#N	23	1	5	-20	0	4	-4	3
Cc1cccc(N2CCN(C3=NC(=O)C(=C4CCCCC4)S3)CC2)c1	22	2	3	6	19	3	4	2
O=C(C=Cc1cccc(O)c1)c1ccccc1O	12	17	nt	nt	nt	5	5	nt
NS(=O)(=O)c1ccc(N/C=C\C(=O)c2cccc3ccccc23)cc1	-196	1	-5	7	4	-50	14	4
O=C(CN1C(=O)CC(c2ccco2)Sc2ccccc21)Nc1ccc2c(c1)OCCO2 (configuration not stated)	16	-16	9	-4	6	-2	-1	-2
CC(Sc1nncn1C)C(=O)Nc1nnc(-c2ccccc2)s1 (configuration not stated)	9	-2	-3	-6	1	5	1	1
CC(C)(C)OC(=O)N1CSC[C@H]1C(=O)NC[C@H](CC(=O)O)c1ccc(Cl)cc1	6	-3	-1	-21	8	1	-18	-12
Cc1ccc2nc(N(CCN(C)C)C(=O)/C=C/c3cccs3)sc2c1	-29	-3	-9	-2	-2	1	-15	-3
Cc1nc(-c2ccccc2)cc(-c2ccccc2)n1	-4	0	0	-6	-1	1	0	-3
O=C1CCCN1CCC1CCN(C(=O)Nc2ccccc2)CC1	11	-12	4	6	-10	1	-6	-3
CC(=O)Oc1ccc(N2C(=O)C3C4C=CC(CO)(O4)C3C2=O)cc1 (configuration not stated)	16	-6	5	-15	-1	2	16	6
CC(=O)Nc1ccc(C)c(NC(=S)Nc2ccc(F)cc2)c1	26	-6	-10	-4	-15	0	-4	13
c1ccc(C2CCCN(Cc3nc(CC4CC4)no3)CC2)cc1 (configuration not stated)	-11	-7	4	0	1	-10	-7	-9
COc1ccc(CNC(=O)CSc2ccc(Br)cc2)cc1OC	9	-5	-4	-1	-11	2	-9	-2
CSCC(=O)N1CCc2ccc(NC(=O)c3ccccc3Cl)cc2C1	7	-3	3	5	-3	-2	2	-7
COc1ccc(/C=C/C(=O)N[C@@H](C)C(=O)O)cc1	14	-7	-19	-15	10	2	-17	-13
COc1ccc(OCCCC(=O)NCC(C)C)cc1	22	-8	2	-13	-6	-1	-6	0
COc1ccc(OC)c(CCNC(=O)CC2Oc3ccc(C)cc3NC2=O)c1 (configuration not stated)	10	-5	nt	nt	nt	-3	0	nt
COCCn1c(Cc2ccccc2)nnc1SCC(=O)Nc1ccccc1	0	0	-3	-10	9	2	-14	-5
O=C(OCC(=O)N1CCCc2ccccc21)c1cc(S(=O)(=O)N2CCOCC2)ccc1O	-197	1	-11	-15	-1	4	1	-10
CN(CC(=O)NCCc1ccc(S(N)(=O)=O)cc1)S(=O)(=O)/C=C/c1ccccc1	1	1	-2	15	15	-1	-20	3
O=C(NCC(=O)N1CCN(c2ccccc2O)CC1)C1CCCCC1	14	7	0	-3	3	0	5	5
CCn1c(CCC(=O)Nc2nc3c(s2)CCCC3)nc2cc(S(=O)(=O)N(C)C)ccc21	7	2	2	-1	16	-52	9	8
Cc1ccc(CS(=O)Cc2ccc(C(=O)N3CCN(c4ccc(F)cc4)CC3)o2)cc1 (configuration not stated)	6	-6	9	0	11	1	-1	-2
Cc1cccc(C(=O)NC(=S)NC(C)c2ccccc2)c1 (configuration not stated)	20	-1	6	4	13	-1	16	6
Cc1cc(C(=O)CSc2nnc(-c3ccco3)o2)c(C)n1Cc1ccco1	11	1	-7	-12	13	-1	18	-6
